aSyn 5UTR inh: 5' untranslated region of α-synuclein, MLPCN primary screen; alpha-synuclein 5'UTR reporter, inhibitor activity; AID 1813; hit rate 0.82% among 300,000; inhibition, % (tested at 7.5 µM); in the data active = inhibition above about 60%; inconclusive = no clear call, values can overlap the other calls;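 also: H4 neuroglioblastoma cells stably carrying SNCA 5'UTR luciferase fusion; 0% = DMSO wells and 100% = positive control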
IEC-6 cytotox: IEC-6 cytotoxicity, counter-screen for KLF5 inhibitors; luminescence viability; inhibition, % at 5 µM; hit rate 0.78% among 290,000; AID 1825; in the data active = inhibition above about 22%;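 also: 0% = plate median of test compound wells and 100% = cytotoxic reference compound wells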
HSF1 inhib: HSF1 inhibition. NIH3T3-HGL HSE-luciferase, MG132-induced, luminescence 8 h; hits give low values. activity change, negative = inhibition, % at 7.5 µM (by protocol). hit rate 0.77% among 300,000. AID 2098;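 active = more than half of replicate wells show activity change below -50%, luminescence cut by over half; inconclusive = some wells, but at most half, below -50%; inactive = no replicate well below -50%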;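 also: luciferase reports HSF-1 transcriptional activity via heat shock element; 0% = median of DMSO wells and -100% = zero luminescence signal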
KLF5 inhibitor: inhibitors of KLF5 expression; DLD-1 KLF5 promoter-luciferase reporter, luminescence; inhibition, % at 5 µM; hit rate 0.23% among 290,000; AID 1700;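 active = inhibition above a per-plate limit of that plate's mean compound inhibition plus 3 SD, cut at about 60% in these data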;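 also: 0% = DMSO wells and 100% = LY294002 at 200 µM; higher means less KLF5 promoter-driven luciferase light; inactives centre near -14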
HSP90 inh: inhibitors of HSP90 luciferase refolding in rabbit reticulocyte lysate; luciferase refolding luminescence, 3 h; hit rate 0.91% among 290,000; inhibition, % at 5.6 µM; AID 1789;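 active = inhibition above the screen-wide mean plus 3 SD, computed separately per campaign, cut at about 16% in these data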;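 also: 0% = DMSO wells and 100% = 60 µM geldanamycin wells; inhibitors lower the luminescence because luciferase stays unfolded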
AI-2 QS mod: Vibrio harveyi AI-2 quorum sensing modulation | Vibrio harveyi JMH597 AI-2 luminescence/OD600 ratio, 9 h; hits give low values; strain lacks LuxN and CqsS sensors; 0 = neutral-control median | activity change, % at 7.5 µM | hit rate 0.4% among 300,000; in the data active = activity change below about -75%, passing the limit was not always enough; inconclusive = no clear call, values can overlap the other calls;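 also: luminescence divided by OD600 gain over 9 h not by final OD600 alone; inactives centre near 13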
SKKanGAS inh: inhibitors of SKKanGAS S. pyogenes growth in kanamycin (SK-promoter or general growth effect). BacTiter-Glo, 6 h. hit rate 1.3% among 300,000. inhibition, % at 7.5 µM;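 active = mean replicate score, as percent of positive control median, at least 50; inconclusive = mean below 50 but one replicate at or above 50; inactive = mean and every replicate below 50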;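 also: strain carries kanamycin resistance gene driven by streptokinase promoter and grows in 40 µg/ml kanamycin; loss of luminescence reflects streptokinase promoter inhibition or plain growth inhibition; 0% = median of DMSO wells and 100% = positive control at its reference dose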
HSF1 activator: increases HSF-1 driven luciferase reporter signal; hit rate 1.7% among 300,000; NIH3T3-HGL HSF-1 luciferase reporter, MG132, 8 h; 100% = twice DMSO control signal; activation, % at 9 µM; AID 504408;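 active = mean replicate activation of at least 50% with a set share of replicates each reaching 50%; inconclusive = only one of those two conditions met; inactive = mean below 50% and too few replicates reaching it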;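 also: 0% = median of the neutral control wells and 100% = twice that signal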
HIF activator: HIF pathway transcriptional activation; U2OS HRE-luciferase reporter, luminescence; normalized: DMSO 0%, desferrioxamine 100%; activation, % at 7.5 µM (by protocol); hit rate 0.32% among 300,000; AID 1910;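 active = mean activation of at least 10% of the iron chelator positive control signal, with at least half of replicates also reaching 10%; inconclusive = mean and replicate majority disagree about reaching 10%; inactive = mean and most replicates under 10%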
Platelet DG rel: platelet dense granule release activity. human platelet-rich plasma, SFLLRN dense granule ATP release, luminescence. inhibition, %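 (compounds screened at 7.5 µM in platelet-rich plasma)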. hit rate 0.22% among 300,000. AID 1663;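 active = mean replicate score, as percent of positive control, at or above 50; inconclusive = mean below 50 but at least one replicate at or above 50; inactive = mean and every replicate below 50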
* hit, by the source's call; ? = inconclusive; . = no result given.

SMILES	aSyn 5UTR inh	IEC-6 cytotox	HSF1 inhib	KLF5 inhibitor	HSP90 inh	AI-2 QS mod	SKKanGAS inh	HSF1 activator	HIF activator	Platelet DG rel
CC(CNS(=O)(=O)c1ccc(Br)cc1)CN(C)C (stereo unspecified)	22	2	-1	-12	1	-2	-2	-2	0.2	-4
COC(=O)C1(C)NC(c2ccco2)C2C(=O)N(c3ccc(F)cc3)C(=O)C21 (stereo unspecified)	12	1	-8	-13	0	13	2	-4	3.5	7
Cc1nc2cc(F)ccc2n1C1CCN(S(=O)(=O)c2ccccc2)CC1	-5	-3	-1	-24	0	15	-1	-7	-0.3	-2
Nc1ccccc1Nc1cccc(C(F)(F)F)c1	-52	-8	1	-38	-3	10	11	3	-0.5	-4
O=C1COc2ccc(C(=O)COC(=O)c3sc4ccccc4c3Cl)cc2N1	15	-9	-6	-12	3	33	-4	-2	-0.2	10
c1ccc(-c2csc(-c3ccc(-c4csnn4)cc3)n2)cc1	-192	-3	17	-37	0	14	-13	?	4.1	5
O=C(CN1C(=O)NC2(CCCC2)C1=O)Nc1ccc(C(F)(F)F)cc1	5	6	1	-4	0	-57	-7	8	-0.1	-3
O=C(OCC(=O)c1ccc(Cl)s1)c1cnccn1	-10	-9	4	10	-1	32	13	4	0.3	7
COc1ccc(S(=O)(=O)N(C)C)cc1NC(=O)COC(=O)c1nc2nccc(C)n2n1	-26	2	-10	-32	-1	15	-5	0	-0.3	-2
Cc1cc(C(=O)CCC(=O)N2CCN(S(=O)(=O)c3cccs3)CC2)c(C)s1	9	-2	-1	-2	-3	19	6	-5	-2.1	4
Cn1nnnc1SCc1ccccc1F	10	0	-3	-15	3	10	-4	1	-0.4	-1
COc1cc(-c2nc3n(n2)C(c2ccncc2)C(C(N)=O)=C(C)N3)cc(OC)c1OC (stereo unspecified)	6	-2	-3	-1	-5	4	-5	1	-0.5	0
COC(=O)c1ccc(N2OC3(C)C=CC2CC3)cc1 (stereo unspecified)	-88	-10	5	-29	1	39	-1	6	2.2	-2
CN(C)S(=O)(=O)n1cc(/C=C(\NC(=O)c2ccccc2Cl)C(=O)NCCCn2ccnc2)c2ccccc21	-2	1	-6	-16	-5	-7	1	-4	-0.3	-3
NNC(=O)c1ccc(CSc2nc3ccccc3s2)cc1	-42	3	13	-21	2	22	8	24	2.1	2
CCc1c(C(C)S(=O)(=O)c2ccc(C)cc2)[nH]c(=O)n1-c1ccc(OC(F)(F)F)cc1 (stereo unspecified)	-14	-1	12	-27	3	24	1	10	0.6	5
Cc1cc(C(=O)N(C2CCCCC2)C2CCCCC2)no1	7	3	-11	-13	-1	.	-7	1	-0.3	-6
CCn1c(COc2ccc(C)cc2)nnc1SCC(=O)NNC(=O)c1ccc(OC)cc1	-3	1	-2	-23	-4	-6	-8	1	-0.1	-11
Cc1nc2ccccc2c(C)c1C(=O)c1ccccc1	-3	2	-2	3	0	1	6	2	0.1	-5
COCCn1c(N)c(C(=O)NCC2CCCO2)c2nc3ccccc3nc21 (stereo unspecified)	28	6	6	-17	5	21	17	35	-0.5	0
O=C(NCc1ccccc1)[C@@H]1CSC2c3ccccc3C(=O)N21 (stereo partly specified)	-7	-1	3	-26	-3	6	6	7	0.0	-6
Cc1cc(C)n(CCNc2nc3nonc3nc2N2CCCCC2)n1	-15	-6	7	-4	-3	19	-7	15	0.1	1
CCOC(=O)c1c(NC(=O)C2CC2)sc(C)c1CC	2	0	-4	-28	0	16	8	0	-0.1	-8
C/C(=N\NC(=O)c1c[nH]c2ccccc12)c1ccc2c(c1)OCO2	-98	-10	1	6	2	6	-5	16	0.5	2
Cc1[nH]n(-c2ccccc2)c(=O)c1/C=C1\C=NN=C1c1ccccc1	-9	-6	9	-21	10	22	0	45	-0.1	6
COc1cc(/C=C/C(=O)c2ccc(C)c([N+](=O)[O-])c2)cc(OC)c1O	-1	-6	70	-3	-3	12	2	128*	0.7	22
Cc1c(C)c(C)c(CN2CCSCC2)c(C)c1C	15	8	0	-5	3	15	-1	2	-0.6	4
Cc1ccc(-c2nn3c(C)nnc3s2)cc1NC(=O)CSc1ccc(Cl)cc1	25	6	5	12	-1	-10	4	21	0.0	11
Cc1ccc(OCCn2c(=O)n(C)c3ccccc32)cc1	-123	11	28	-59	-1	21	4	59*	2.2	-2
COc1ccc(N(CCCN2C(=O)c3cccc4cccc(c34)C2=O)C(=O)c2cccs2)cc1	-28	-5	1	6	-3	12	1	9	-0.6	-3
O=C(Cc1ccc(Cl)cc1)NNC(=O)c1ccco1	-3	5	-3	-1	3	21	5	-22	-0.4	2
Cc1cc(C(=O)NNC(=O)c2cccc(C(F)(F)F)c2)no1	5	-1	-7	-23	2	14	2	3	0.0	4
COc1ccc(NS(=O)(=O)c2ccc(N3CC(O)=C(c4ccccc4)C3=N)cc2)cc1	6	-4	-1	-26	-2	11	0	-2	-0.9	13
CCCc1c(C(=O)N/N=C(\C)CCc2ccc(OC)cc2)nnn1-c1nonc1N	20	1	-5	-40	2	13	3	-10	-0.1	-3
O=C(NCc1ccc(Cl)cc1Cl)Nc1ccccc1	-91	.	38	.	.	-2	-7	71*	2.0	-8
O=C(CSc1n[nH]c(-c2ccccc2)n1)Nc1ccc(Br)cn1	-6	2	-3	-18	6	8	-7	-1	0.1	-10
COc1ccc(N2CCN(C(=S)Nc3ccc(C)cc3C)CC2)cc1	5	-3	7	-10	1	5	3	5	0.3	1
CCCOc1ccc(-c2nnc(-c3ccncc3)o2)cc1	-80	4	23	4	-1	24	-5	44	2.1	13
COC(=O)[C@H](Cc1ccccc1)NC(=O)c1cc(COc2c(F)cccc2F)on1	-85	-2	8	-44	-1	-54	7	31	1.9	3
O=C(Nc1ccc2c(c1)OCCO2)C1CCN(S(=O)(=O)c2ccc3c(c2)OCCO3)CC1	1	-2	-1	-27	3	28	5	-8	0.7	11
O=S1(=O)NC(=NCc2ccccc2)c2ccccc21	8	0	0	-23	2	22	3	3	-0.2	9
O=C(O)C1CC(=O)N(c2ccc(F)c(F)c2)C1 (stereo unspecified)	-9	5	-2	15	-1	14	4	8	-0.4	-4
O=C(/C(=C/O)N=Nc1cccc(C(F)(F)F)c1)c1ccccc1	8	-3	0	-3	-3	22	-3	3	0.1	-5
COc1ccc(CC(=O)NNS(=O)(=O)c2ccc([N+](=O)[O-])cc2)cc1OC	0	1	-2	9	-3	13	-2	6	0.4	4
O=C(O)c1cccc(NCc2cccnc2)c1	-35	3	-3	-4	8	15	1	-9	0.0	-4
O=C(N/N=C/c1ccc([N+](=O)[O-])o1)c1cn2ccc3ccccc3c2n1	-38	-7	6	-10	2	21	5	15	-0.5	1
COc1ccc([C@@H]2[C@@H](C(=O)C(C)(C)C)N3N=Cc4ccccc4[C@@H]3C23C(=O)OC(C)(C)OC3=O)cc1OC	11	6	-2	-44	3	26	2	-12	0.2	-4
Cc1ccc(NC(=O)CN2C(=O)COc3ccc(S(=O)(=O)N4CCOCC4)cc32)cc1F	-15	-4	3	-14	-6	47	-2	5	-0.8	4
CCCCNC(=O)CCn1nc(-c2ccc(Cl)cc2)ccc1=O	19	-2	-3	-47	-1	6	-4	5	1.1	-2
CC(=O)c1sc(NC(=O)c2ccc(COc3ccccc3Cl)o2)nc1C	-10	0	-2	-11	2	11	14	-7	-1.7	-3

(continued)
SMILES	aSyn 5UTR inh	IEC-6 cytotox	HSF1 inhib	KLF5 inhibitor	HSP90 inh	AI-2 QS mod	SKKanGAS inh	HSF1 activator	HIF activator	Platelet DG rel
COc1ccsc1C(=O)N1CCN(Cc2ccc3c(c2)OCO3)CC1	6	2	-17	-21	-2	11	-3	-29	-0.8	-1
OCC[C@@H]1C[C@@H](O)[C@H](O)[C@@]2(Cc3ccccc3CO2)O1	-4	-5	-66*	-12	-1	-5	1	-74	-1.2	1
Cc1cc(C)cc(OCc2ccc(C(=O)NN)o2)c1	-17	1	0	-17	3	7	3	7	0.3	-11
CSc1nc(-c2ccccc2)nc(NC(=O)C(C)C)c1C(C)=O	9	2	.	-35	-5	17	-3	.	0.7	2
CNC(=S)N(CCCN(C)C)Cc1cc2cc3c(cc2[nH]c1=O)OCCO3	-9	2	4	-4	1	8	1	-2	-0.5	-5
O=[n+]1c2c(n([O-])c3c1CCC3)CCCC2	-14	1	-9	4	-1	7	-3	-21	-0.1	-20
CCCCn1c(N)c(N(CCOC)C(=O)CSCc2cccc(C)c2)c(=O)[nH]c1=O	-10	.	-7	.	.	34	-5	-16	-0.1	-4
CC(=O)c1nnn(-c2cccc(C#N)c2)c1C	-2	-6	-8	-21	1	12	-3	-6	-0.5	17
O=C(NC1=NCCS1)c1cccc(OC(F)F)c1	-50	-2	11	-160	1	15	10	47	1.1	2
Cc1ccc(NC(=O)C(C)OC(=O)/C=C/c2ccccc2)cc1 (stereo unspecified)	0	-6	5	-16	3	5	-8	4	-0.1	3
CCCCOc1ccc(C(=O)Nc2ccc3c(c2)C(=O)NC3=O)cc1	-9	0	0	-18	1	45	-2	0	-0.3	-12
CCN(CC)S(=O)(=O)c1ccc2c(c1)oc(=O)n2CC(=O)NC1CCCCC1	-23	4	2	-5	0	10	0	6	-0.2	-3
CCOC(=O)N1CCC(Nc2nc3ccccc3nc2NS(=O)(=O)c2ccc(Cl)cc2)CC1	-88	-1	12	-35	1	42	27	21	2.6	3
Cn1cc(C(=O)NCC2COc3ccccc3O2)c(=O)c2cc(S(=O)(=O)N3CCCCC3)ccc21 (stereo unspecified)	7	8	8	-21	3	19	6	13	-0.3	-1
O=C(NCC(=O)N1CCCCC1)c1ccc(Cl)cc1Cl	-117	-3	8	-144	6	18	-1	10	0.1	-1
Cc1ccc(-c2csc(NC(=O)c3cnccn3)n2)cc1C	-98	-2	9	-33	-1	13	7	13	2.5	-14
Cc1ccc(S(=O)(=O)CCN2C=CC(C(F)(F)F)=NCC2)cc1	-20	1	-11	24	2	2	-9	12	0.2	-19
CCSCc1nnc(SCC(=O)c2ccc(OC)cc2)n1C	-19	0	-7	-27	-3	11	-9	2	0.1	3
Cc1cc(C)cc(NC(=O)Cn2c(=O)oc3cc(S(=O)(=O)N4CC(C)CC(C)C4)ccc32)c1 (stereo unspecified)	11	-4	1	-23	-1	-11	9	6	0.0	2
COc1cc(S(=O)(=O)N(CCc2ccccc2)Cc2cccs2)ccc1-n1cnnn1	27	-2	-4	1	3	11	-8	11	.	1
Cc1cc(=O)[nH]c(SCC(=O)N2CCN(C(c3ccccc3)c3ccccc3)CC2)n1	-12	3	-3	-16	2	9	-3	0	0.3	1
C=COCCNC(=O)C(=O)NCC(C)C	-28	4	2	-31	0	27	1	-11	-2.2	2
CCn1c(=O)cc(SCC(=O)N2CCN(c3ccccc3OC)CC2)c2ccccc21	-11	7	11	-6	-2	18	4	24	0.6	-15
